High-throughput results as filed in PubChem BioAssay.
TRHR enhancer: allosteric enhancers of human TRH receptor; P34981; enhancement, % at 2 µM; TRHR cells, fluo-8 calcium fluorescence, EC20 TRH enhancement; hit rate 0.66% among 360,000; AID 493056; in the data active = enhancement above about 30%; also: 0% is about no effect
Target sequence (P34981 whole entry, looked up): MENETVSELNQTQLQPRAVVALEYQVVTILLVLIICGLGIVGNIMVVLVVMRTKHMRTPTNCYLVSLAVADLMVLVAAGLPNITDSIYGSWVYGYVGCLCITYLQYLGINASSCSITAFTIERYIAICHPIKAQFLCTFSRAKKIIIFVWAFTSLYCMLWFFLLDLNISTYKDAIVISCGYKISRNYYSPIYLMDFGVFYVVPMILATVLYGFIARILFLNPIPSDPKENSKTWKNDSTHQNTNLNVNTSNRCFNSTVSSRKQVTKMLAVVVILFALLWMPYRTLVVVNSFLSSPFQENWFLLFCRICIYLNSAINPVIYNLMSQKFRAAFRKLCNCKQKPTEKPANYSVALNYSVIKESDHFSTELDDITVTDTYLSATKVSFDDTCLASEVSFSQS
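TRHR-expressing cells loaded with fluo-8 calcium dye were read kinetically (ex 480/em 530) during compound addition, then stimulated with an EC20 of TRH (10 nM final). Enhancement of the Gq-mediated intracellular calcium response was scored.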
D1 ag: agonists of human D1 dopamine receptor. P21728. HEK293 T-REx D1 cells, calcium flux, agonist mode. activation, % at 2 µM. hit rate 1% among 360,000. AID 504660; in the data active = activation above about 30%; also: 0% is about no effect
Target sequence (P21728 whole entry, looked up): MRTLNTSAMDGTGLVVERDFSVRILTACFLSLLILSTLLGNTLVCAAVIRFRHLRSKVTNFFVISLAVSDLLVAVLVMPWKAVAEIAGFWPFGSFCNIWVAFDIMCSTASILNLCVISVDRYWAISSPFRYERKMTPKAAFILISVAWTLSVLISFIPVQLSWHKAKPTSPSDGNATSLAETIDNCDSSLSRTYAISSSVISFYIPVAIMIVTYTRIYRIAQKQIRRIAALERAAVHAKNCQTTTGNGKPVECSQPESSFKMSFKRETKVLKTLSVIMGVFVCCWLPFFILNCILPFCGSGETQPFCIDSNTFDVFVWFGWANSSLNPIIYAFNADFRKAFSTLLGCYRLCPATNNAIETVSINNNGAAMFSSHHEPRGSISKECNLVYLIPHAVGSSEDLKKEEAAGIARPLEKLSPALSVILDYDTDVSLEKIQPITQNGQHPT
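Agonism was scored from calcium flux recorded over 180 s (1 read/s) after pintool compound addition, following a 10-cycle baseline. Cells were inducible force-coupled HEK293 TREx D1, plated overnight at 30 C and loaded with no-wash calcium dye.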
D1 potentiator: human D1 dopamine receptor positive modulation. hit rate 0.036% among 360,000. P21728. potentiation, % at 10 µM. AID 504651. HEK293 TREx D1 cells, calcium flux, dopamine EC20 potentiation; in the data active = potentiation above about 30%; also: 0% is about no effect
D2 agonist: activates the human D2 dopamine receptor | AID 485358 | hit rate 0.53% among 340,000 | P14416 | HEK293 T-REx D2 cells, calcium flux agonist mode | activation, % at 2 µM;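 active = activation over 3 SD above normal in the single-dose calcium agonist read, cut at about 30% in these data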; also: 0% is about no effect
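Agonism is scored from calcium flux in a force-coupled, inducible HEK293 cell line expressing D2, read kinetically for 180 s after compound addition against dopamine controls.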
D2 potentiator: D2 dopamine receptor (human) potentiation; AID 485347; HEK293 T-REx D2, calcium flux, EC20 dopamine potentiation; P14416; hit rate 0.34% among 340,000; potentiation, % at 10 µM;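 active = potentiation over 3 SD above the plate norm, cut at about 30% in these data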; also: 0% is about no effect
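Potentiation of an EC20 dopamine calcium response measured kinetically over 180 s, after a preceding 180 s compound-only read flagging agonists. Cells: inducible Hek293 Trex D2 line, 4000/well, cultured overnight at 30 C before dye loading.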
D2 antag: antagonists of human D2 dopamine receptor | HEK293 TREx D2 cells, calcium flux, dopamine EC80 | inhibition, % at 10 µM | hit rate 2% among 340,000; in the data active = inhibition above about 30%; also: 0% is about no effect
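Overnight-induced (tetracycline, 30 C) HEK293 T-REx cells carrying force-coupled D2 receive a no-wash calcium dye, then compound, then EC80 dopamine at 180 s; signals are read kinetically throughout.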
D1 antagonist: human D1 dopamine receptor antagonism. hit rate 3.2% among 360,000. activity change, negative = inhibition, % at 10 µM. P21728. HEK293 TREx D1 cells, calcium flux, dopamine EC80; active compounds read low; in the data active = activity change below about -30%; also: % is scaled to controls: 0 for no effect and ±100 for the full control effect
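Cells carrying a force-coupled, tetracycline-inducible human D1 receptor report calcium flux. Each well gets a 10 s baseline, compound with 180 s monitoring, then an EC80 dopamine stimulus with a second 180 s kinetic read.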
RXFP1 ag: activates the human relaxin receptor RXFP1. Potency, µM (top dose mostly 57.5 µM), for inactives: at the highest dose activation, most hits filed as activators. hit rate 0.3% among 370,000. Q9HBX9. HEK293T-RXFP1 cAMP TR-FRET, 30 min; response scale: percent of porcine relaxin response, buffer zero; active = well fitted activation curve with a large enough effect; inconclusive = small, poorly fitted or top-dose-only effect; also: potency is read from the fitted curve at half-maximal effect; % is scaled to controls: 0 for no effect and ±100 for the full control effect; nearly all actives have a fitted effect of over 60% in size; many of its hits are not listed in these tables
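HEK293T cells stably expressing RXFP1 were pretreated with the PDE4 inhibitor Ro 20174, exposed to compounds for 30 min at 37C, lysed, and cAMP was read by TR-FRET. Data normalized to buffer (basal) and 29 nM porcine relaxin (100%).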
RXFP1 antag: antagonists of human relaxin receptor RXFP1. Q9HBX9. HEK293-RXFP1, relaxin-stimulated cAMP HTRF, 30 min; active compounds read low. activity change, negative = inhibition, % at 57.5 µM. AID 1259400. hit rate 0.59% among 350,000;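 active = activity change of -60% or lower, but not beyond a set lower limit; inconclusive = change between -60% and -40%, or beyond the set limit; inactive = change above -40%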; also: % is scaled to controls: 0 for no effect and ±100 for the full control effect
Numbers without * were called inactive; ? = inconclusive; . = no result given. The list is partial, so the mix of outcomes need not match the whole.

#1 CCOC(=O)C1(CCc2ccccc2)CCN(Cc2ccc(OC)cc2)CC1
#2 Cc1ccc(C(=O)Nc2ccc(OCc3cc(=O)n4c(C)csc4n3)cc2)cc1
#3 COc1ccccc1Cn1c(=S)[nH]c2cc(C(=O)N3CCN(C)CC3)ccc2c1=O
#4 O=C(Nc1ccccc1C(F)(F)F)c1ccccn1
#5 C#CCOCCOCCOCCNc1nc(N2CCN(C(=O)C(Cc3ccc(O)cc3)n3cc(C(N)CC(C)C)nn3)CC2)nc(N2CCN(C(=O)C(Cc3cc4ccccc4[nH]3)n3cc(C(N)Cc4ccc(O)cc4)nn3)CC2)n1 (stereo not drawn)
#6 COc1ccc(-c2csc3ncnc(N4CCN(c5cccc(Cl)c5)CC4)c23)cc1
#7 CC1C(=O)N2CCCc3cc(S(=O)(=O)N4CCN(c5ccc(F)cc5)CC4)cc1c32 (stereo not drawn)
#8 COC(=O)c1sccc1NC(=O)Nc1ccc(Cl)c(Cl)c1
#9 CC1SCC(NC(=O)c2ccccc2Cl)CS1 (stereo not drawn)
#10 O=C(Nc1cccnc1)c1cccc(F)c1
screen / no.	1	2	3	4	5	6	7	8	9	10
TRHR enhancer	0	44*	3	-11	0	-1	-4	-8	1	0
D1 ag	-1	0	3	-1	-3	2	3	3	2	2
D1 potentiator	-5	-3	-1	-2	-3	-11	12	-2	1	1
D2 agonist	0.8	.	0.2	0.0	0.2	-0.2	0.8	0.2	-0.1	0.1
D2 potentiator	-18	-6	9	0	-4	4	-5	-6	-5	3
D2 antag	20	.	-10	-3	0	1	-6	44*	4	-7
D1 antagonist	20	-10	-7	29	-7	-15	-46*	0	-25	-2
RXFP1 ag	-1.0%	?	-0.2%	1.8%	0.6%	1.1%	0.2%	6.8%	0.0%	0.2%
RXFP1 antag	2	.	0	4	.	-11	3	-21	3	4

#11 Cc1cc(NS(=O)(=O)c2cccs2)no1
#12 Cc1ccc(NCC(=O)Nc2ccc(Br)cc2)cc1F
#13 CC(C)(C)c1ccc(NC(=O)c2cc[n+]([O-])cc2)cc1
#14 CCOC(=O)c1c(C)[nH]c(C(=O)COC(=O)c2cn(CC)c3nc(C)ccc3c2=O)c1C
#15 CN(C)c1ccc(/C=N/NC(=O)CN2CCN(c3ccc(F)cc3)CC2)cc1
#16 Cc1cccc(NC(=O)C2CCN(C(=O)c3ccco3)CC2)c1C
#17 N/C(=N\OC(=O)c1ccc(Cl)cc1)c1[nH]ncc1Br
#18 Cc1ccc(/C=C/C(=O)OCC(=O)NCc2ccccc2)o1
#19 CC(C)CC(=O)Nc1ccc(C(=O)COC(=O)C2CC(=O)N(Cc3ccccc3)C2)cc1 (stereo not drawn)
#20 CCn1c(=O)n(-c2cccc(Cl)c2)c(=O)c2sc3ccccc3c21
screen / no.	11	12	13	14	15	16	17	18	19	20
TRHR enhancer	-1	-4	-10	-2	-5	0	-2	-6	6	0
D1 ag	1	-1	1	2	1	1	2	2	1	3
D1 potentiator	-15	4	-1	-2	-6	1	-1	-3	-3	-1
D2 agonist	0.0	0.8	1.5	-0.6	0.8	1.1	0.1	-0.5	0.3	0.3
D2 potentiator	1	8	3	5	-8	2	10	-4	18	-2
D2 antag	-29	-3	5	-10	25	7	-2	-6	10	.
D1 antagonist	-83*	-16	-2	7	1	-5	-9	-17	-3	-13
RXFP1 ag	0.9%	0.2%	-3.0%	4.0%	-1.1%	-1.8%	0.0%	-1.2%	0.7%	0.7%
RXFP1 antag	-1	9	-3	.	.	-24	0	1	2	.

#21 Cc1cc(C)c(OCC(=O)Nc2cccc(NC(=O)c3ccco3)c2)c(Br)c1
#22 COc1ccccc1C(=O)C1CCCN(C(=O)c2ccco2)C1 (stereo not drawn)
#23 COc1cccc(NC(=O)CSC2=Nc3ccccc3C3=NC(CCC(=O)NC4CCCCC4)C(=O)N23)c1 (stereo not drawn)
#24 C/C=C/C(=O)Nc1cccc(C2=NOC3(C2)C[C@@H](C(N)=O)N(C(=O)/C(C)=C/C)C3)c1 (stereo partly drawn)
#25 C=CCn1c(SCC(=O)c2ccc(O)c(O)c2)nnc1-c1cccnc1
#26 Cc1cc(-n2c(=S)sc3c(=O)n(-c4ccc(F)cc4)c(SCC(=O)O)nc32)ccc1Cl
#27 CCc1ccc(OCC2c3cc(OC)c(OC)cc3CCN2C(=O)c2ccc(S(=O)(=O)N3CCCC3)cc2)cc1 (stereo not drawn)
#28 CCc1ccc2occ(CC(=O)Nc3sc4c(c3C(=O)OC)CCC4)c2c1
#29 O=C(C1CC(Cl)CN1S(=O)(=O)c1ccc(Cl)cc1)N1CCOCC1 (stereo not drawn)
#30 CCOC(=O)CC(NS(=O)(=O)Cc1ccccc1)c1ccc(C)cc1 (stereo not drawn)
screen / no.	21	22	23	24	25	26	27	28	29	30
TRHR enhancer	-8	-6	3	-1	-1	9	0	6	-6	-5
D1 ag	6	3	0	2	4	2	5	5	-1	2
D1 potentiator	-9	-6	2	2	2	-2	-1	-2	-5	-6
D2 agonist	0.7	-0.2	.	-0.6	-0.7	-0.2	0.3	0.1	1.0	-0.1
D2 potentiator	5	-8	8	11	5	8	10	7	0	-3
D2 antag	-17	14	.	10	-23	-2	.	.	0	-1
D1 antagonist	-16	16	20	-31*	-13	-11	8	-5	-36*	-11
RXFP1 ag	2.7%	0.3%	6.2%	-5.7%	0.6%	3.9%	2.5%	-2.6%	1.6%	0.3%
RXFP1 antag	-7	10	-9	.	11	-20	.	-25	0	20

#31 COc1ccc(CNC(=O)c2cnc3sc(N4CCOCC4)nn3c2=O)cc1
#32 CCOc1ccccc1CNC(=O)C1CCN(S(=O)(=O)c2c(C)noc2/C=C/c2ccccc2F)CC1
#33 Cc1ccc(OCc2cc(C(=O)N(C)Cc3nccn3C)no2)cc1C
#34 COc1ccccc1NC(=O)c1cc(S(=O)(=O)NC2CCCC2)ccc1F
#35 Cc1cc(=O)[nH]c2nnc(SCC(=O)NC(C)(C)C)n12
#36 COc1ccc(C(=O)Nc2ccc(N3CCCC3)cc2)cc1OC
#37 CCc1ccc2nc(N3CCN(C(=O)C4CC4)CC3)sc2c1
#38 Cc1cccc(Nc2n[nH]c(=S)s2)c1C
#39 Cc1ccc(C(=O)N2N=C(CC(C)C)CC2(O)C(F)(F)F)o1 (stereo not drawn)
#40 Cc1ccccc1NCC(=O)N/N=C\C=C\c1cccc([N+](=O)[O-])c1
screen / no.	31	32	33	34	35	36	37	38	39	40
TRHR enhancer	8	2	1	18	1	-4	-3	-4	2	-8
D1 ag	-1	2	19	2	-3	1	-4	3	2	0
D1 potentiator	-6	1	-8	-18	-1	-20	-3	-4	-3	-2
D2 agonist	.	1.3	-0.7	-1.8	.	-0.7	0.7	.	-0.6	0.0
D2 potentiator	-3	7	0	8	-3	-2	-4	.	1	3
D2 antag	.	.	-19	8	.	-18	.	.	12	20
D1 antagonist	22	-3	-28	-8	.	-12	.	-12	-16	-14
RXFP1 ag	-1.3%	1.4%	0.1%	4.5%	0.3%	-1.7%	0.1%	1.3%	-0.4%	-1.9%
RXFP1 antag	-8	-3	3	-30	8	-4	-3	-8	0	-5

#41 COc1ccc(C2Nc3ccccc3C(=O)N2Cc2ccccc2)cc1CSc1ccccn1 (stereo not drawn)
#42 COCCn1c(N)c(N(Cc2ccccc2)C(=O)CN2C(=O)NC(C)(c3ccccc3)C2=O)c(=O)[nH]c1=O (stereo not drawn)
#43 CC(C)C(OC(=O)c1ccc(Cl)nc1)C(=O)NC1CCCCC1 (stereo not drawn)
#44 CC(C)(C)c1ccc(C(=O)Nc2cc(-c3nc4ccccc4o3)ccc2Cl)cc1
#45 CC(C)(C)OC(=O)Nc1ccc([C@@H](NC(=O)OC(C)(C)C)C(=O)OC(C)(C)C)cc1
#46 CC(=O)Cc1nsc(NC(=O)c2ccc(COc3ccccc3C)o2)n1
#47 CC1CCN(C(=O)CSc2n[nH]c(-c3cccs3)n2)CC1
#48 O=C(CNC(=O)c1ccccc1)N/N=C/c1ccc([N+](=O)[O-])s1
screen / no.	41	42	43	44	45	46	47	48
TRHR enhancer	-8	1	2	0	2	1	-1	-6
D1 ag	1	3	-1	18	-1	4	4	1
D1 potentiator	-2	-2	5	-1	-1	-9	13	-3
D2 agonist	0.1	0.5	.	.	-1.1	2.9	-0.3	-0.2
D2 potentiator	-7	4	5	.	6	.	1	.
D2 antag	-1	4	12	.	5	-3	0	-1
D1 antagonist	10	5	-3	4	.	-26	2	-6
RXFP1 ag	10%	-1.5%	1.1%	5.3%	-0.2%	4.6%	-0.6%	1.2%
RXFP1 antag	.	-12	-8	-5	.	-8	-1	7

Of the compounds above, these contain fluorine.
#4 O=C(Nc1ccccc1C(F)(F)F)c1ccccn1
#7 CC1C(=O)N2CCCc3cc(S(=O)(=O)N4CCN(c5ccc(F)cc5)CC4)cc1c32 (stereo not drawn)
#10 O=C(Nc1cccnc1)c1cccc(F)c1
#12 Cc1ccc(NCC(=O)Nc2ccc(Br)cc2)cc1F
#15 CN(C)c1ccc(/C=N/NC(=O)CN2CCN(c3ccc(F)cc3)CC2)cc1
#26 Cc1cc(-n2c(=S)sc3c(=O)n(-c4ccc(F)cc4)c(SCC(=O)O)nc32)ccc1Cl
#32 CCOc1ccccc1CNC(=O)C1CCN(S(=O)(=O)c2c(C)noc2/C=C/c2ccccc2F)CC1
#34 COc1ccccc1NC(=O)c1cc(S(=O)(=O)NC2CCCC2)ccc1F
#39 Cc1ccc(C(=O)N2N=C(CC(C)C)CC2(O)C(F)(F)F)o1 (stereo not drawn)
screen / no.	4	7	10	12	15	26	32	34	39
TRHR enhancer	-11	-4	0	-4	-5	9	2	18	2
D1 ag	-1	3	2	-1	1	2	2	2	2
D1 potentiator	-2	12	1	4	-6	-2	1	-18	-3
D2 agonist	0.0	0.8	0.1	0.8	0.8	-0.2	1.3	-1.8	-0.6
D2 potentiator	0	-5	3	8	-8	8	7	8	1
D2 antag	-3	-6	-7	-3	25	-2	.	8	12
D1 antagonist	29	-46*	-2	-16	1	-11	-3	-8	-16
RXFP1 ag	1.8%	0.2%	0.2%	0.2%	-1.1%	3.9%	1.4%	4.5%	-0.4%
RXFP1 antag	4	3	4	9	.	-20	-3	-30	0
